# High-throughput results: PubChem BioAssay, The Scripps Research Institute Molecular Screening Center
# TEAD-YAP block: TEAD-YAP interaction inhibition | HEK-TIYL cells, TEAD-Gal4/YAP UAS-luciferase luminescence | inhibition, % at 9.12 µM | 640,000 compounds, 1.4% hits | AID 1259422; in the data active = inhibition above about 32%;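 also: 0% = median of test compound wells and 100% = reference inhibitor wells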
# GPR151 activ: activates the human receptor GPR151; Q8TDV0; PathHunter beta-arrestin GPR151 cells, luminescence; activation, % at 11.2 µM; 650,000 compounds, 1% hits; AID 1508602; in the data active = activation above about 4.9%;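 also: 0% = median of compound wells and 100% = cells with positive control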
# Target sequence (Q8TDV0 whole entry, looked up): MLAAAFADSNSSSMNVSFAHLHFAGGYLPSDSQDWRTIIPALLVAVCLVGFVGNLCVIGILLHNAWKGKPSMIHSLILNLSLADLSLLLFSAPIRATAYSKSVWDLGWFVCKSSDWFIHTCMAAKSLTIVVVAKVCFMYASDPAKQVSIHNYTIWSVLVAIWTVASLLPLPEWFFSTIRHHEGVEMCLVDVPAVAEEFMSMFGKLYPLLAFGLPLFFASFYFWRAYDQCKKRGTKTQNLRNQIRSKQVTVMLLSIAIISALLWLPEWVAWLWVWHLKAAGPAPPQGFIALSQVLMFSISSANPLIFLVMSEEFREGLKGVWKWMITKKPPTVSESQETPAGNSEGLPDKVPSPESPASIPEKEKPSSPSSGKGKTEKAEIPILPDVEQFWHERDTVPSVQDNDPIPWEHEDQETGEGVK
# FBW7 activator: activators of human E3 ligase FBW7. 650,000 compounds, 0.13% hits. AlphaScreen FBW7–phospho-cyclin E peptide binding, activator screen. normalized activity (activation), % at 26.1 µM. Q969H0; in the data active = normalized activity above about 1.9%;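 also: purified mutant Fbw7 with reduced substrate affinity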
# MITF inh: human MITF inhibition, primary screen | inhibition, % at 2.6 µM | AID 1259374 | O75030 | 650,000 compounds, 0.91% hits | AlphaScreen MITF homodimerization, bead proximity signal; in the data active = inhibition above about 50%;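 also: 0% = vehicle wells with protein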
# Target sequence (O75030 whole entry, looked up): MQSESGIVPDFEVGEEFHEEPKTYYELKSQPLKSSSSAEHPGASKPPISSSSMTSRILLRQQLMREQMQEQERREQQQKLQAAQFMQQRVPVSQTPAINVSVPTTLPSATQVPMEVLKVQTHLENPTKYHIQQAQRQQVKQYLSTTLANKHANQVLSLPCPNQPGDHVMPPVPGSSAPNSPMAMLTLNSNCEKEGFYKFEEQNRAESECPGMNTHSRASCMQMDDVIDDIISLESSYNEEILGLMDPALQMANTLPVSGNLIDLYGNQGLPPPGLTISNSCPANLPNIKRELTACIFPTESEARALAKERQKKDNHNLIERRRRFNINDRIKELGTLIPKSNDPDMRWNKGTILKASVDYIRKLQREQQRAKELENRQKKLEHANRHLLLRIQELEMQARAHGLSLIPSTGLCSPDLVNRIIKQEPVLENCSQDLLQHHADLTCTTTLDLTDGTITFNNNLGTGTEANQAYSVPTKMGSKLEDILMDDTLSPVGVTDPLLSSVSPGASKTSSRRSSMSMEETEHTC
# Starred values were filed as active, the others as inactive; & = joins results of further samples. An unsorted share of the library. About 3.5% of those tested had a hit in this group.
SMILES,TEAD-YAP block,GPR151 activ,FBW7 activator,MITF inh
C/C(=N\NC(=O)c1ccc(O)cc1)c1ccc(F)cc1,-12.2,2.4,-0.1,6.9
C[C@]12CCC3c4ccc(O)cc4CCC3C1CCC2=O (some centres undefined),-5.4&0.1,-1.7&-0.2,-0.1&0.3,-1.8&-15.2
O=C(NC1CC1)c1ccc2nc(N3CCCC3CO)sc2c1 (centres undefined),-21.4,0.7,0.0,7.7
Cc1cc(C)cc(N2C(=O)CSC2c2ccccc2F)c1 (centres undefined),-7.0,0.7,-0.1,-2.1
O=C(OCCSC1=NS(=O)(=O)c2ccccc21)c1ccc(Cl)cc1Cl,1.7,-1.5,-0.1,1.3
CCS(=O)(=O)c1ncc(Cl)c(C(=O)Nc2ccccc2C(F)(F)F)n1,35.2*,-1.3,0.3,23.0
C=CCNC(=O)c1ccccc1NC(=O)CN(c1cccc(F)c1)S(C)(=O)=O,1.4,0.2,0.1,2.7
C(=Nc1ccc(N2CCOCC2)cc1)c1ccc(N2CCOCC2)cc1,3.4,0.9,-0.8,3.1
COc1ccc(C(NC(=O)c2ccccc2)NC(=O)c2ccccc2)cc1OC,5.3,-1.8,0.0,19.6
O=C(c1ccc(NC(=O)C23CC4CC(CC(C4)C2)C3)cc1)N1CCOCC1,-14.8,0.3,0.0,1.8

# Part of the list above, with each value named.
C/C(=N\NC(=O)c1ccc(O)cc1)c1ccc(F)cc1
  TEAD-YAP block: -12.2
  GPR151 activ: 2.4
  FBW7 activator: -0.1
  MITF inh: 6.9
C[C@]12CCC3c4ccc(O)cc4CCC3C1CCC2=O (some centres undefined)
  TEAD-YAP block: -5.4&0.1
  GPR151 activ: -1.7&-0.2
  FBW7 activator: -0.1&0.3
  MITF inh: -1.8&-15.2
O=C(NC1CC1)c1ccc2nc(N3CCCC3CO)sc2c1 (centres undefined)
  TEAD-YAP block: -21.4
  GPR151 activ: 0.7
  FBW7 activator: 0.0
  MITF inh: 7.7
Cc1cc(C)cc(N2C(=O)CSC2c2ccccc2F)c1 (centres undefined)
  TEAD-YAP block: -7.0
  GPR151 activ: 0.7
  FBW7 activator: -0.1
  MITF inh: -2.1

# Remaining list, next part.
SMILES,TEAD-YAP block,GPR151 activ,FBW7 activator,MITF inh
COC(=O)N1c2ccccc2CCc2ccccc21,-4.8,-0.5,0.0,9.6
O=C(NCCN1CCOCC1)C(=O)NCc1ccc(Cl)cc1,3.3,1.2,0.0,8.9
CC(OC(=O)c1snc(C(=O)NC2CCCCC2)c1N)C(=O)NC1CCCCC1 (centres undefined),0.4,0.1,0.0,5.0
CCCn1c(SC(C)C(=O)Nc2ccc(NC(C)=O)cc2)n[nH]c1=O (centres undefined),1.5,0.6,-0.1,-0.9
CCOc1cc(/C=c2\sc3nc4cc(Br)cnc4n3c2=O)ccc1O,-2.1,2.5,0.1,6.6
O=C1c2ccccc2C(=O)N1Cc1nc2ncccc2[nH]1,-8.3,-2.5,-0.1,-2.1
CC(C)c1nnc(SCc2ccc(CSc3nnc(C(C)C)n3N)cc2)n1N,11.5,1.2,0.4,-13.8
CC1CCCCC1NC(=O)C1Cc2ccccc2CN1S(C)(=O)=O (centres undefined),3.8,0.9,0.1,-3.6
COCCOC(=O)C1=C(C)NC(=O)NC1c1cc(Br)c(O)c(OC)c1 (centres undefined),5.5,-0.3,0.1,-1.6
NC(=O)OCC(COC(N)=O)c1ccccc1,4.8&-1.6&-7.4,-0.6&-0.5&-0.2&-0.4,-0.1&0.3&-0.1&-0.2,-1.0&-9.1&9.3&4.1
Cc1csc(N/N=C\c2ccccn2)n1,78.7*,-6.9,-2.0,16.1
Cc1ccc(Cl)cc1NC(=O)c1ccc(N2CC3CC(C2)c2cccc(=O)n2C3)c(NC(=O)c2ccc(Br)o2)c1 (centres undefined),-0.4,-1.0,0.3,8.9
COc1ccc(-c2cnn3c(Nc4cccc(N(C)C)c4)ccnc23)cc1,-45.5,0.3,-0.3,28.0
Cc1ccccc1OCCNc1cc(N2CCN(CCO)CC2)ccc1[N+](=O)[O-],-0.5,1.3,-0.4,10.1
CCC(=O)N(CCO)Cc1cc2c(C)ccc(C)c2[nH]c1=O,13.6,-0.8,-0.2,2.8
CCNC(=O)N1CCN(c2nccnc2NS(=O)(=O)c2cccc3cccnc23)CC1,5.5,0.3,-0.4,-23.1
Cc1ccccc1C(=O)Nc1c2c(nn1-c1ccc(Cl)cc1)CSC2,-18.2,0.4,-0.1,-4.5
CCC(=O)Oc1cc2oc(CC)c(-c3ccc4c(c3)OCCO4)c(=O)c2cc1C(C)C,2.2,1.8,0.1,1.1
O=S1(=O)CC(NCc2ccccc2)C(NCc2ccccc2)C1 (centres undefined),-4.3,0.1,0.1,5.1
COc1ccc(NC(=O)C2C3C=CC4(O3)C2C(=O)N(C2CCCCC2)C4C(=O)NC2CCCC(C)C2C)cc1 (centres undefined),3.0,-2.1,0.1,5.8

# By substructure: the entries above with bromine.
SMILES,TEAD-YAP block,GPR151 activ,FBW7 activator,MITF inh
CCOc1cc(/C=c2\sc3nc4cc(Br)cnc4n3c2=O)ccc1O,-2.1,2.5,0.1,6.6
COCCOC(=O)C1=C(C)NC(=O)NC1c1cc(Br)c(O)c(OC)c1 (centres undefined),5.5,-0.3,0.1,-1.6
Cc1ccc(Cl)cc1NC(=O)c1ccc(N2CC3CC(C2)c2cccc(=O)n2C3)c(NC(=O)c2ccc(Br)o2)c1 (centres undefined),-0.4,-1.0,0.3,8.9

# (list continues)
SMILES,TEAD-YAP block,GPR151 activ,FBW7 activator,MITF inh
O=[N+]([O-])c1ccc(N2CCOCC2)cc1Sc1nc2ccccc2[nH]1,-0.6,1.1,-0.1,3.5
CCN(CC)C(=O)CCc1nnc(CCc2ccc(OC)cc2)o1,-53.5,-0.6,0.0,-0.2
CCCN1CCN(c2nncc(-c3ccc(OC)cc3)n2)CC1,4.6,-1.9,-0.1,-0.5
CC(C)(C)C1CCc2c(sc(NC(=O)c3cccc(Cl)c3)c2C(=O)O)C1 (centres undefined),52.7*,-1.6,0.2,9.1
CCCC1C(c2ccccc2)C2(C#N)C(=O)NC1(O)CC2(C#N)C#N (centres undefined),3.1,-0.3,-0.1,8.7
CC1CN(c2nc3c(c(=O)[nH]2)CCN(Cc2ccc(Cl)cc2)C3)CC(C)O1 (centres undefined),-1.9,-0.9,0.6,-2.6
O=[N+]([O-])c1ccc(-c2csc(=Nc3ccc(F)cc3)n2Cc2ccc(Cl)cc2)cc1,8.4,1.2,0.0,3.3
COc1ccc(NS(=O)(=O)c2ccc(C(=O)OCc3ccc(C#N)cc3)cc2)cc1,9.7,1.2,0.0,2.1
c1ccc2c(c1)CCN(c1nc(NCCN3CCOCC3)c3[nH]cnc3n1)C2,-19.0,1.4,-0.2,2.0
CCOc1ccccc1NC(=O)N1CCCC1C(=O)NCC(C)C (centres undefined),4.1,0.0,0.1,-4.2
CC1=C(C(=O)OCc2ccccc2)C(c2ccc3c(c2)OCO3)C2=C(CC(c3ccccc3)CC2=O)N1 (centres undefined),3.9,-0.4,0.1,-11.9
CCCC(c1nnnn1CCOC)N1CCN(c2cccc(OC)c2)CC1 (centres undefined),2.8,-0.1,-0.1,5.8
C/C(N)=C(/C#N)C(=O)COC(=O)c1cccc(S(=O)(=O)N2CCc3ccccc3C2)c1,18.1,2.7,0.1,-12.6
Cc1ccnc(NS(=O)(=O)c2ccc(NC(=O)COc3ccc(Cl)cc3)cc2)n1,6.1,-0.9,0.1,20.6
CCC(Cc1ccccc1)NC(=O)CN1C(=O)CCc2ccccc21 (centres undefined),-0.4,-0.3,0.0,-8.5
COC(=O)c1ccc(C2Nc3cc(C)c(C)cc3NC3=C2C(=O)CC(C)(C)C3)cc1 (centres undefined),-9.0,0.8,0.6,9.8
CCSc1nc2c(c(=O)[nH]1)C(c1cccc(OC)c1)C1=C(CC(C)(C)CC1=O)N2 (centres undefined),-2.4,0.7,0.0,2.7
N#CCSc1nc2cc(C(=O)NC3CCCCC3)ccc2c(=O)n1Cc1ccccc1,-3.3,0.5,0.1,28.4
Cc1ccc(C(=O)OCC(=O)NC(N)=O)c(O)c1,-1.8,0.3,0.1,8.1
CCC(Cc1ccccc1)NC(=O)Cn1cc2c(n1)CCCC2 (centres undefined),0.8,1.2,0.1,-16.5
CSc1cccc2sc(NC(=O)c3ccc(Cl)cc3)nc12,-6.1,-0.4,0.3,6.2
CCOC(=O)c1sc2ncn(CC(=O)Nc3ccc(C)cc3)c(=O)c2c1C,-5.3,-0.7,1.2,5.4
Cc1ncc(-c2ccncc2)c(C2CCN(C(=O)c3cccc4nccnc34)CC2)n1,-18.4,-0.7,0.0,-15.3
COC(=O)c1c(NC(=O)COc2ccccc2C)sc2c1CCCC2,7.8,-0.4,0.0,3.9
O=C(Cc1ccc(N2CCNC2=O)cc1)N1CCC(c2ccnc(-c3ccccc3)n2)CC1,1.2,-1.2,-0.1,1.5
Cn1cccc1CC(=O)N/N=C\c1cccc(Cl)c1,-0.8,-0.8,0.0,13.2
COc1ccccc1CNS(=O)(=O)c1ccc(F)c(C(=O)Nc2c(C)cccc2C)c1,-1.3,1.3,0.1,2.2
O=C(NCCCN1CCCC1=O)c1cccc(N2CCCC2CO)n1 (centres undefined),-1.1,-2.1,0.1,6.2
COc1ccc(CCNC(=O)c2cc(N3CCN(c4ccccn4)CC3)nc3ccccc23)cc1,5.1,-1.8,1.2,3.7
O=C(CSc1nnc(-c2ccc(F)cc2)o1)c1ccccc1F,-46.7,0.7,0.0,-2.6
O=C(Nc1cccc(-c2nnc(-c3ccccc3)o2)c1)c1ccc(Br)o1,0.8,-0.4,-0.2,-11.5
CCC(C)c1ccccc1NC(=O)c1ccc(C)o1 (centres undefined),11.9,0.5,-0.5,-0.7
COc1ccc(N2CCN(c3ncnc4sc(C(=O)Nc5cnc6ccccc6c5)c(C)c34)CC2)cc1,-11.7,1.2,0.5,22.1
Cc1oc(CN2CCOCC2)cc1C(=O)NC1(c2ccccc2)CCCC1,2.0,3.2,0.0,0.4
O=C(c1cc(Cl)ccc1[N+](=O)[O-])N1CCN(c2ccc(F)cc2)CC1,-15.7,-1.1,0.1,-0.2
CC(=O)NCCc1nc2ccccc2n1CCCCOc1ccc(C)cc1,5.5,0.5,-0.1,1.7
O=C(c1ccccc1)n1c(=O)oc2ccccc2c1=O,-12.4,-5.7,0.5,-1.3
COc1ccc2cc(C)c3nn(CCN4CCCCC4)c(=O)n3c2c1,4.7,-0.1,-0.3,2.9
O=C(Cc1cn(-c2ccc(NCc3cccnc3)nn2)c2ccccc12)NCCc1ccc(O)cc1,6.0,2.0,0.0,11.7
COc1ccc(C2=NN(C(=O)CCC(=O)O)C(Cc3cc4cccc(C)c4nc3Cl)C2)cc1 (centres undefined),-6.4,0.3,-0.3,-19.1
CC1(C)CC(=O)C2=C(C1)N(c1ccccc1)C(=O)CC2c1ccsc1 (centres undefined),-0.4,-0.2,-0.1,-2.5
CCC(Oc1ccccc1)C(=O)Nc1sc2c(c1C(N)=O)CCC(C)C2 (centres undefined),-9.6,-1.4,-0.1,-8.5
COc1cccc(NC(=O)c2ccc(OC)c(I)c2)c1,-37.9,0.6,0.0,-1.5
CCCOc1ccc(C2C(C(=O)OCC)=C(C)NC3=C2C(=O)CC(c2ccccc2)C3)cc1OC (centres undefined),-5.1,1.1,0.0,-7.4
CCOc1ccc(N2CCn3c(SCc4ccc(C(=O)OC)o4)nnc32)cc1,-1.3,1.4,0.0,6.5
Fc1ccccc1OCCCNCc1ccco1,-7.5,0.3,0.0,23.1
Cc1c(C(=O)N2CCC(O)CC2)sc2ncnc(NC(C)c3cccs3)c12 (centres undefined),-0.7,-0.9,-0.1,3.4
CC(C)Cc1nnc(NC(=O)c2ccc([N+](=O)[O-])c(Cl)c2)s1,5.7,-1.0,0.4,10.2
Cc1oc(-c2ccccc2Cl)nc1CS(=O)CC(=O)NCc1ccc(F)cc1 (centres undefined),-6.8,-0.4,0.6,6.4
O=C(c1cccc(F)c1F)N1CCCc2ccccc21,2.9,1.5,0.2,-17.0
